# Assay outcomes from PubChem.
# PRMT1 FP inh = blocks human protein arginine methyltransferase 1; recombinant PRMT1, activity-based probe fluorescence polarization; inhibition, % at 2.79 µM; actives 1.3% (n = 370,000);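 active means inhibition above about 21% made by adding two undisclosed values, limit read from the data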
# Target sequence (Q99873 whole entry, looked up): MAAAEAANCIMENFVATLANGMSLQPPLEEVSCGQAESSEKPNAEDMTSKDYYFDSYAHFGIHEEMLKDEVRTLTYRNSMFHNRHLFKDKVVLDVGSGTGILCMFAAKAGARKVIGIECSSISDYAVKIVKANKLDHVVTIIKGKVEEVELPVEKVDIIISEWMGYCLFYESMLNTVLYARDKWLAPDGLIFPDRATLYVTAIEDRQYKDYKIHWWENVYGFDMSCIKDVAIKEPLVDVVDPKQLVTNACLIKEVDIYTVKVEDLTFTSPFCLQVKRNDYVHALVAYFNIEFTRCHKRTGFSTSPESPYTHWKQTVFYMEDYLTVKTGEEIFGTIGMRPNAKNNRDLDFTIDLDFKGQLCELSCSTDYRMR
# ABHD4 inh = inhibits mouse alpha/beta hydrolase domain 4; purified mABHD4, FP-Rh probe fluorescence polarization; inhibition, % at 8.92 µM; actives 0.54% (n = 370,000);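 active means inhibition exceeding the mean over every tested compound plus 3 SD, cut at about 30% in these data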;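 further: 0% = plate median of compound wells and 100% = S159A mutant with DMSO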
# Target sequence (Q8VD66 whole entry, looked up, the tested form may be a part): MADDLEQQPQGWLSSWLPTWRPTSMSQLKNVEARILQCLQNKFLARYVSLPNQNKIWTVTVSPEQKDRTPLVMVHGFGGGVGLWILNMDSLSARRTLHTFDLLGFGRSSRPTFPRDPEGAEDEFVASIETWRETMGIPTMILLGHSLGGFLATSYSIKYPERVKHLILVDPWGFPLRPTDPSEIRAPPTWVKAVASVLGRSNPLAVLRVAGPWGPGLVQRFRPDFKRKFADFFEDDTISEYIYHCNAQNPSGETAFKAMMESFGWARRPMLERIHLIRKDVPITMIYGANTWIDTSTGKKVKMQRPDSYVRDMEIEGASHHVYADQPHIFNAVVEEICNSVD
#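 Assay system: wild-type mouse ABHD4 protein; compound: single nominal dose of 8.92 µM, 0.89% DMSO final; schedule: 45 min + 60 min at 25 °C; measured by: FP readout, ex 525 nm / em 598 nm; evaluation: % inhibition of FP-Rh probe binding versus controls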
# TCR-CD3 inh = blocks the human TCR-CD3 interaction | TAMRA-labeled TCR probe fluorescence, biochemical | inhibition, % at 9.4 µM | actives 0.37% (n = 360,000); in the data active means inhibition above about 19%;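 further: recombinant mutant TCR 2C K166C tagged with TAMRA read by polarization; 0% = receptor in buffer alone and 100% = receptor with positive control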
# LEDGF integ inh = blocks HIV-1 LEDGF/p75-dependent DNA integration | TR-FRET IN-LEDGF/p75 DNA integration, Eu/Cy5 | inhibition, % at 3.7 µM | actives 0.64% (n = 370,000);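 active means inhibition above the screen-wide mean plus 3 SD, cut at about 13% in these data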;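 further: signal is the Cy5 over europium emission ratio at 671 and 618 nm; 0% = plate median of compound wells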
# Rev-erbA mod = modulators of human Rev-erb alpha DNA binding | P20393 | Rev-erbα–FITC-DNA binding, fluorescence polarization, 90 min | activity, % at 10 µM | actives 0.79% (n = 370,000) | AID 1259318;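 active means activity above about 14%, limit read from the data; passing the limit was not always enough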;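 further: 0% = DMSO wells with 35 nM protein and 100% = DMSO wells with 750 nM protein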
# HTRA1 inh = HTRA1 (human) protease inhibition. Q92743. AID 504803. inhibition, % at 5.96 µM. actives 0.5% (n = 340,000). recombinant HTRA1, FP-rhodamine activity-based probe, fluorescence polarization; in the data active means inhibition above about 36%;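 further: 0% = enzyme with DMSO and 100% = wells lacking enzyme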
# rCAG RNA binder = r(CAG) repeat RNA binding. TO-PRO-1 dye displacement fluorescence. inhibition, % at 3 µM. actives 1.3% (n = 370,000). AID 651821;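 active means inhibition above the plate cutoff, the mean of all test compounds on that plate plus 3 SD, cut at about 35% in these data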;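 further: 0% = DMSO alone and 100% = 100 µM mitoxantrone as full dye displacement; higher means more dye released from RNA so lower well fluorescence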
# SIAE inh = human SIAE inhibition, primary screen. SIAE FP-Rh probe binding, fluorescence polarization. AID 1053197. actives 0.69% (n = 370,000). inhibition, % at 9.66 µM;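 active means inhibition above a cutoff: mean of compounds within the control limits plus 3 SD of those, cut at about 17% in these data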;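 further: 0% = plate median of compound wells and 100% = probe without SIAE protein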
# TDP2 inh = blocks human TDP2 phosphodiesterase activity; inhibition, % at 12.8 µM; actives 0.34% (n = 370,000); AID 720702; recombinant TDP2, T5PNP hydrolysis, p-nitrophenol absorbance 415 nm; O95551;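 active means inhibition above the mean of all tested compounds plus 3 SD, set per campaign, cut at about 25% in these data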;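 further: 0% = DMSO with enzyme and 100% = buffer with substrate but no TDP2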
# Target sequence (O95551 whole entry, looked up): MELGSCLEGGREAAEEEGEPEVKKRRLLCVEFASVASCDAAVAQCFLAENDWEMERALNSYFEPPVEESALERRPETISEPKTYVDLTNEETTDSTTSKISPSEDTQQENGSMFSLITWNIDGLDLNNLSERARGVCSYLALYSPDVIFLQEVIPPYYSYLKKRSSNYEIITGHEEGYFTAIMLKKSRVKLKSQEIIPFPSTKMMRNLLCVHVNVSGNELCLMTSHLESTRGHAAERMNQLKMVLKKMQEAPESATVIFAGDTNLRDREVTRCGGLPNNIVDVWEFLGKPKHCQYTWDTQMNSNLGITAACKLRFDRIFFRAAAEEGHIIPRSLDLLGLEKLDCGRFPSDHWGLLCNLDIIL
#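 System – recombinant human TDP2 · Quantity – TDP2 enzyme at 120 nM final · Doses – single concentration, 12.8 µM nominal, with 1% DMSO · Incubation – 2 h at 37 °C · Measured by – epi absorbance of p-nitrophenol freed from T5PNP by hydrolysis · Read-out – % inhibition relative to enzyme-containing and enzyme-free wells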
# PG9 binder = PG9 antibody binding by small molecule; AID 624416; TR-FRET gp120-PG9 antibody binding; actives 0.43% (n = 360,000); inhibition, % at 6.7 µM; in the data active means inhibition above about 8.5%
# Numbers without * were called inactive; . = no result given.
SMILES,PRMT1 FP inh,ABHD4 inh,TCR-CD3 inh,LEDGF integ inh,Rev-erbA mod,HTRA1 inh,rCAG RNA binder,SIAE inh,TDP2 inh,PG9 binder
CNC(=S)c1cc(C(C)(C)C)c(O)c(C(C)(C)C)c1,-1,-8,-9,-4,3,-11,-5,-4,4,0.3
CCc1ccc(CN2C(=O)c3ccccc3C2C(=O)NCC2CCCO2)cc1 (stereo not given),-2,0,2,1,-5,-2,-10,-4,10,-0.4
Cc1ccc(C)n1CCN1CCN(S(=O)(=O)c2ccc(F)cc2F)CC1,-3,4,6,-1,2,3,1,5,9,-2.3
Cc1onc(-c2c(F)cccc2Cl)c1C(=O)N1CCc2ccccc2C1,2,4,7,0,6,-7,0,5,5,1.1
O=C(NCc1ccc2c(c1)OCO2)C1CCCN(S(=O)(=O)c2cccc3nonc23)C1 (stereo not given),0,-9,4,0,-5,-12,4,-29,0,-0.8
O=C(N/N=C/c1cccnc1)c1cc(-c2ccccc2OCc2ccccc2)n[nH]1,-8,-92,6,6,6,-76,9,-79,-16,-2.9
CC1CCN(C(=O)Cn2cc(C(F)(F)F)ccc2=O)c2ccccc2S1 (stereo not given),-2,-5,-1,4,-5,-3,1,1,-2,0.8
CC(=O)c1c(N2CCOCC2)[nH]c(-c2ccccc2)nc1=S,7,0,4,1,0,-3,3,0,-5,-2.6
COc1ccc(CCn2c(O)c(C=Nc3cccc(F)c3)c(=O)[nH]c2=O)cc1OC,2,1,-10,2,38*,.,5,2,4,2.6
COC(=O)[C@H](CCSC)NC(=O)Nc1cccc(C)c1C,4,1,0,-3,6,1,-3,2,-1,-1.2
CC(Sc1nn(-c2ccc(F)cc2)c(=S)s1)C(=O)c1c(N)n(C)c(=O)n(C)c1=O (stereo not given),4,2,-11,-3,22*,5,5,-10,-3,1.5
O=C(/C=C/c1ccc2c(c1)OCO2)c1ccccn1,13,-18,-7,-3,-2,16,5,9,1,-1.8
CCN(C(=O)CN(C)Cc1c(F)cccc1Cl)c1c(N)n(Cc2ccccc2)c(=O)[nH]c1=O,0,0,-9,2,2,-3,-5,3,-6,-1.6
Cc1ccc(Nc2ccc(C(F)(F)F)cc2[N+](=O)[O-])cc1,-1,3,-2,-2,1,7,-2,1,-3,0.2
N#CC1=C(N)Oc2cc(N)ccc2C1c1ccccc1 (stereo not given),5,25,-5,4,3,-1,7,7,8,3.2

# Part of the list above in order of SMILES length, descending:
SMILES,PRMT1 FP inh,ABHD4 inh,TCR-CD3 inh,LEDGF integ inh,Rev-erbA mod,HTRA1 inh,rCAG RNA binder,SIAE inh,TDP2 inh,PG9 binder
O=C(N/N=C/c1cccnc1)c1cc(-c2ccccc2OCc2ccccc2)n[nH]1,-8,-92,6,6,6,-76,9,-79,-16,-2.9
Cc1ccc(C)n1CCN1CCN(S(=O)(=O)c2ccc(F)cc2F)CC1,-3,4,6,-1,2,3,1,5,9,-2.3
N#CC1=C(N)Oc2cc(N)ccc2C1c1ccccc1 (stereo not given),5,25,-5,4,3,-1,7,7,8,3.2

# Records listed so far shown as hits in Rev-erbA mod.
Molecule | PRMT1 FP inh | ABHD4 inh | TCR-CD3 inh | LEDGF integ inh | Rev-erbA mod | HTRA1 inh | SIAE inh | TDP2 inh | PG9 binder
COc1ccc(CCn2c(O)c(C=Nc3cccc(F)c3)c(=O)[nH]c2=O)cc1OC | 2 | 1 | -10 | 2 | 38* | . | 2 | 4 | 2.6
CC(Sc1nn(-c2ccc(F)cc2)c(=S)s1)C(=O)c1c(N)n(C)c(=O)n(C)c1=O (stereo not given) | 4 | 2 | -11 | -3 | 22* | 5 | -10 | -3 | 1.5

# Quoted at random: 5 entries already listed.
SMILES,PRMT1 FP inh,ABHD4 inh,TCR-CD3 inh,LEDGF integ inh,Rev-erbA mod,HTRA1 inh,rCAG RNA binder,SIAE inh,TDP2 inh,PG9 binder
CCc1ccc(CN2C(=O)c3ccccc3C2C(=O)NCC2CCCO2)cc1 (stereo not given),-2,0,2,1,-5,-2,-10,-4,10,-0.4
O=C(N/N=C/c1cccnc1)c1cc(-c2ccccc2OCc2ccccc2)n[nH]1,-8,-92,6,6,6,-76,9,-79,-16,-2.9
CC(Sc1nn(-c2ccc(F)cc2)c(=S)s1)C(=O)c1c(N)n(C)c(=O)n(C)c1=O (stereo not given),4,2,-11,-3,22*,5,5,-10,-3,1.5
Cc1ccc(Nc2ccc(C(F)(F)F)cc2[N+](=O)[O-])cc1,-1,3,-2,-2,1,7,-2,1,-3,0.2
Cc1ccc(C)n1CCN1CCN(S(=O)(=O)c2ccc(F)cc2F)CC1,-3,4,6,-1,2,3,1,5,9,-2.3

# (more compounds)
SMILES,PRMT1 FP inh,ABHD4 inh,TCR-CD3 inh,LEDGF integ inh,Rev-erbA mod,HTRA1 inh,rCAG RNA binder,SIAE inh,TDP2 inh,PG9 binder
O=C(Nc1ccccc1N1CCCC1)c1cc2ccccc2o1,1,5,6,-4,-3,-15,-1,6,-12,-2.5
CCC(CO)Nc1nc(CN2CCCCC2)nc2scc(-c3ccccc3)c12 (stereo not given),0,8,-1,1,-7,-14,-7,-7,-3,-0.2
COc1cc(OC)cc(C(=O)OCCNC(=O)Cn2cnc3c2c(=O)n(C)c(=O)n3C)c1,1,-3,-2,2,-3,.,-3,-7,-3,-1.2
COc1ccc(C)cc1NC(=O)CSc1nnc(-c2cc(C)[nH]n2)n1N,-1,8,2,2,-6,-1,-2,2,5,0.4
COc1ccc(CNC(=O)c2ccc3c(c2)NC(=O)C(C)S3)cc1 (stereo not given),19,22,-5,-4,-3,-4,2,1,5,-1.2
O=C(/C=C/c1ccccc1Cl)OCC(=O)N1CCc2ccccc21,-2,-3,-7,-2,-6,-24,3,-8,4,-0.7
COc1cc(NC(=O)C2CCN(S(=O)(=O)c3ccc(Cl)cc3)CC2)ccc1-n1cnnn1,1,-9,6,2,0,-15,4,-4,-1,-0.7
O=C(O)CCc1ccc(-c2ccccc2)n1-c1cccc(O)c1,5,-1,7,2,-4,0,12,6,6,-0.8
CCCCC1CCC(c2ccc(C(N)=O)cc2)CC1 (stereo not given),-3,6,9,1,2,0,-6,1,-3,-1.6
O=C(NN=Cc1ccccc1Cl)C(=O)Nc1cccc(C(F)(F)F)c1,1,-4,2,1,3,.,2,-10,-6,-0.6
CCCCCc1ccc(-c2nnc(N)s2)cc1,-1,-9,-1,-2,-4,-10,7,1,3,-1.1
CC(C)(C)c1nnc(N/N=C/c2ccc(O)cc2)n(N)c1=O,2,2,1,0,-2,4,2,2,7,-1.7
CCN(C(=O)COC(=O)c1cccnc1SC)c1c(N)n(Cc2ccccc2)c(=O)[nH]c1=O,-8,-10,1,3,-7,3,-1,-9,-14,-0.8
CN(C)c1nc(N2CCN(c3ccccc3)CC2)c(C#N)c(=O)o1,0,4,4,-1,-5,3,-4,6,8,-1.2
C[C@@H](C(=O)Nc1ccc2ccccc2c1)[C@@H]1C[C@@]1(C)[C@@H](NC(=O)c1ccccc1)c1ccccc1,0,-45,-8,0,3,-55,16,-41,3,0.6

# Complete entries, looked up by structure. Screens in order: PRMT1 FP inh, ABHD4 inh, TCR-CD3 inh, LEDGF integ inh, Rev-erbA mod, HTRA1 inh, rCAG RNA binder, SIAE inh, TDP2 inh, PG9 binder
# COc1ccc(CNC(=O)c2ccc3c(c2)NC(=O)C(C)S3)cc1 (stereo not given) as listed: 19, 22, -5, -4, -3, -4, 2, 1, 5, -1.2
# COc1cc(NC(=O)C2CCN(S(=O)(=O)c3ccc(Cl)cc3)CC2)ccc1-n1cnnn1 as listed: 1, -9, 6, 2, 0, -15, 4, -4, -1, -0.7

# Remaining list, next part.
SMILES,PRMT1 FP inh,ABHD4 inh,TCR-CD3 inh,LEDGF integ inh,Rev-erbA mod,HTRA1 inh,rCAG RNA binder,SIAE inh,TDP2 inh,PG9 binder
CCOc1cc(CNCCN(C)C)c(Cl)cc1OCC(=O)NCCc1ccccc1,0,-2,-8,0,0,0,1,2,-7,-3.0
O=C(CO)C(O)C(O)C(O)CO (stereo not given),-3,5,10,-2,6,9,2,4,4,-0.8
Cc1cc(=O)oc2cc(OCC(=O)N3c4ccccc4CC3C)ccc12 (stereo not given),-2,-41,-3,-2,0,0,-1,1,9,0.3
CC(C)COC(=O)n1c(SCC(=O)N(C)C)nc2ccccc21,-3,-12,1,1,-1,-2,-1,8,-5,-1.9
COc1ccc(C(C(=O)NC(C)C)N(C(=O)CCC(=O)Nc2nccs2)c2ccccc2F)cc1 (stereo not given),-2,5,-1,0,1,-8,-3,-8,4,-1.6
O=C(COc1ccc(Cl)cc1)Nc1cccc(-c2ccc(N3CCOCC3)nn2)c1,0,-11,0,1,20*,-18,3,-6,-7,4.8
Cc1ccsc1C=Nn1c(-c2n[nH]c3c2CCC3)n[nH]c1=S,10,1,.,2,-4,.,9,11,4,.
Cn1c(C(=O)Nc2ccc3c(c2)OCO3)cc2sccc21,2,4,-5,0,1,-6,3,0,-1,-0.6
COC(=O)CN(c1nc(C)c(Br)c(OC)n1)S(=O)(=O)c1ccc(C)cc1,0,-5,4,0,10,-10,-4,0,1,0.5
COc1cc(NC(=O)NC2CCCCN(Cc3cccc(Cl)c3)C2=O)cc(OC)c1 (stereo not given),0,-2,.,4,3,.,2,7,3,.
Cc1nn(C)c2c(=O)c(=O)c2n(C)[nH]1,-5,8,-3,3,6,-2,0,1,-8,0.5
N#C/C(=C\c1cn(CC(=O)N2CCCCC2)c2ccccc12)C(=O)NCc1ccc2c(c1)OCO2,1,-16,-4,-5,-2,-23,6,-11,-15,0.2
O=C(Nc1cccc(S(=O)(=O)Nc2ccccc2Cl)c1)c1ccc(N2CCCC2)c([N+](=O)[O-])c1,1,-50,16,-3,2,-49,61*,-9,4,-2.0
COc1ccccc1Nc1cc(N2CCOCC2)c2nonc2c1[N+](=O)[O-],3,-1,-1,0,8,5,-1,-4,-1,2.0
COc1ccc(C(=O)N2CC3(CC(c4cccc(NC(=O)CC(c5ccccc5)c5ccccc5)c4)=NO3)C[C@H]2C(N)=O)cc1 (stereo not given in full),1,-54,7,-1,3,-78,20,-47,-8,0.3
COc1cc(OC)cc(C(=O)Nc2ccccc2C(=O)NCc2cccnc2)c1,4,-3,-3,-2,4,-6,0,-3,4,-2.3
CCOc1ncccc1C(=O)OCC(=O)Nc1ccc(C)c(S(=O)(=O)N2CCOCC2)c1,-1,-4,-7,-5,0,-8,4,1,7,0.2
CCOC(=O)CSc1nnc(Cn2nnc3ccccc32)n1-c1ccc(F)cc1,2,-1,4,2,-1,.,-7,-2,0,0.5
CC(C(=O)Nc1ccccc1)N(C)CCOc1ccccc1 (stereo not given),-1,-1,7,0,4,0,-3,0,16,-3.2
N=c1ccn(Cc2cccc(F)c2)cc1,0,-1,7,-1,-1,.,2,6,13,-2.9
Cc1ccc(/C=C(\C#N)C(=O)Nc2ccccn2)o1,-4,-2,8,2,0,10,-3,1,-4,-2.4
COC(=O)[C@@]12C[C@@H](CC(=O)N3CCSCC3)C(=O)N(CCc3ccc(OC)c(OC)c3)C1=CCC(C)(C)C2,-1,6,2,-1,5,.,-1,1,-4,-0.2
COc1cc(NC(=S)N2CCCC(CO)C2)cc(OC)c1 (stereo not given),21*,-9,-1,-6,-3,8,7,-5,-9,-1.9

# Only part of the results is shown; the hit share may differ from the screen's.
